Pf Dd2 growth – Plasmodium falciparum Dd2 growth inhibition | P. falciparum Dd2 growth, SYBR Green, 72 h | Potency, µM (top dose mostly 28.9 µM), without a hit: at the top dose activity, negative = inhibition, usual class: inhibitors | hit rate 4.3% among 120,000 | AID 1347417; active = well fitted inhibition curve with a large enough effect; inconclusive = small, poorly fitted or top-dose-only effect; inactive = no such curve, though single readings can be large or run the other way;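 also: plate controls were DMSO vehicle for no effect and reference drug for full effect; nearly all actives have a fitted effect of over 65% in size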
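Infected erythrocytes (Dd2, 0.3% parasitemia, 2.5% hematocrit final) are added to compound in RPMI-1640/Albumax II medium, grown 72 h at 37C in low oxygen, then lysed with saponin/Triton-X containing SYBR Green and read by fluorescence.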
* = called active by the depositor; i = inactive; ? = inconclusive; & = joins results of further samples; [ ] = another dose, or the depositor's remark. Potency is read from the fitted curve at half-maximal effect. This is a subset (hit frequency here may not be typical).

SMILES	Pf Dd2 growth
CCCS(=O)(=O)N1CC(=O)N(c2ccc(C)cc2C)C(C)(C(=O)NC2CCCCCC2)C1 (stereo not drawn)	39%[activator]
O=C1NCCCCCCN(C(=O)c2ccsc2)[C@H]2CCC[C@@H]12	19%
C#CCN(Cc1nc(-c2ccc(OC)c(C)c2OC)oc1C)C1CCCCC1	?
CN(C)C(=O)N1CCC2(CC1)CN(C(=O)Cc1cccc(O)c1)Cc1ccccc1O2	-24%
CC[C@@]1(O)CCN(CC(=O)NCc2cc(C(=O)O)ccc2C)C[C@H]1O	7%
COCCNc1ncc(-c2cccc(F)c2)c2c1OCC2	-2%[44.1 µM]
O=C(NC1CCCCC1)N1Cc2[nH]cnc2C[C@H]1c1nc(-c2ccc(Cl)cc2)no1	-24%[44.1 µM]
CCC(=O)N1CCc2ccc(C(=O)N3CCCCC3)cc21	i
Cc1ccc2c(n1)N(C)[C@H](CO)CCN(Cc1ccc(Cl)cc1)C2	?
O=C1Nc2ccccc2OCC12CCN(Cc1ccncc1)CC2	-27%[44.1 µM]
CN(C(=O)NCc1ccco1)C1CCc2nn(C)c(=O)n2CC1 (stereo not drawn)	42%[activator]
O=C(Cn1ncc2c([nH]c3ccccc32)c1=O)Nc1cccc(C(F)(F)F)c1	95%[activator]
CCCCC(=O)Nc1cc(NC(=O)C(C)NS(C)(=O)=O)ccc1OC (stereo not drawn)	-17%
Cc1noc(C)c1S(=O)(=O)N1CCCC(CCc2ccc(F)c(F)c2)C1 (stereo not drawn)	?
COc1ccc(N2CCN(C(=O)CSc3nc4ccccc4nc3Cc3ccc(Cl)cc3)CC2)cc1	i
CCOc1ccccc1C(=O)N1CCN(c2cc(-c3ccc(F)cc3)[nH]n2)CC1	i
CC#CCn1cc2c3c(cccc31)[C@H](CC(C)C)N[C@H](C(=O)N1CCOCC1)C2	i
Cc1ccc(CSC2=Nc3ccccc3C3=NC(CCC(=O)NCCc4ccccc4)C(=O)N23)cc1 (stereo not drawn)	10µM*
CCOc1ccccc1C1NC(=O)N(CC(=O)Nc2cccc(SC)c2)C2=C1C(=O)OC2 (stereo not drawn)	?
O=C(C[C@H]1NC(=O)c2ccccc2NC1=O)Nc1cccc2ncccc12	12%
CCCc1cncnc1N1CCN(C2CCN(Cc3ccco3)CC2)CC1	-8%
COC(=O)c1ccc(CN2C(=O)[C@@H]3C[C@@H](O)CN3C3(CN(Cc4ccc(OC)c5ccccc45)C3)C2=O)cc1	?
O=C1NCCCCCCN(C(=O)COc2ccc(F)cc2)[C@H]2CCC[C@@H]12	-17%
O=C(CCCn1c(=O)c2sccc2n(Cc2c(F)cccc2Cl)c1=O)NCc1ccccc1	2%
Cc1cc(C)cc(N2CC(c3nc(-c4ccccc4C)no3)CC2=O)c1 (stereo not drawn)	64%[activator]
SMILES	Pf Dd2 growth
CCN1CCN(CCCNC(=O)c2ccc3nc(Cc4ccccc4)oc3c2)CC1	4%
Cc1ccc(Cn2c(C3CCN(C(=O)c4cccc(F)c4)CC3)n[nH]c2=O)cc1	i
COc1cccc(C(=O)N2CCc3nc(C4CC4)nc(-c4ccc(Cl)cc4)c3C2)c1	?
CC(=O)N1CCN(C(=O)C[C@@H]2c3nc(-c4ccsc4)sc3C[C@@H]3[C@](C)(CO)[C@H](O)CC[C@]32C)CC1	-49%
Cc1ccc(NC(=O)Cn2c(=O)oc3cc(S(=O)(=O)N4CCC(C)CC4)ccc32)cc1Cl	33%[activator]
COCCCNC(=O)C(NC(=O)c1ccccc1)C1CCN(C(=O)c2ccc(C)cc2)CC1 (stereo not drawn)	i
O=C(O)c1cc(-c2ccc3c(c2)OCCO3)cc(S(=O)(=O)N2CCOCC2)c1	8%
O=C(c1cccc(Cl)c1)N1CCN(c2cc(-c3ccc(Cl)cc3)[nH]n2)CC1	-5%
O=C(Nc1ccccc1C(=O)OCc1cc(=O)n2c3c(sc2n1)CCCC3)c1cccc(Cl)c1	i
O=C(N1CCOCC1)N1CCCC1c1nnc2n1CCNC2 (stereo not drawn)	20%
Cc1ccc(-c2c(C(=O)NCCc3ccc(Cl)cc3)oc(=O)c3ccccc23)cc1	-8%
CCC(CC)C(=O)N1CCC(N2CCCC(C(=O)NCc3ccccc3)C2)CC1 (stereo not drawn)	10µM*
O=C(NCCc1ccccc1Cl)c1ccc2c(c1)nc1n2CCOC1	-1%
COc1ccc2oc(=O)cc(CN3CCN(C(=O)c4ccccc4Br)CC3)c2c1	i
O=C(CCc1nnn2c1CN(C(=O)Nc1ccc3c(c1)OCCO3)CC2)N1CCCC1	?
CCN1CCN(c2ccc(-c3cccc(N)c3)nn2)CC1	i
CCN(C(=O)CCS(=O)(=O)c1cccc2nsnc12)c1cccc(C)c1	-39%
OCCC1CN(Cc2cccn2-c2ccccn2)CCN1Cc1cccs1 (stereo not drawn)	-25%
CN(Cc1ccc(F)cc1)C1CCc2ccccc21 (stereo not drawn)	-3%&-24%[44.1 µM]
O=C(Nc1ccncn1)[C@@H]1C[C@@H](c2ccc(F)cc2)N(CCOc2ccccc2)C1	i
COc1cccc(NC(=O)C2CCCN(S(=O)(=O)c3c(C)[nH]c(=O)[nH]c3=O)C2)c1 (stereo not drawn)	?
COc1cccc(N2C(=O)NC(=NC3CCCCC3)C23CCN(C(=O)c2ccc(C(F)(F)F)cc2)CC3)c1	?
CCC(CC)C(=O)Nc1ccccc1SCc1cc(=O)c2cccc(C)c2[nH]1	30%[activator]
CCCN(C(=O)c1cc2c(s1)-c1c(C)cccc1OC2)c1ccc(OCC)cc1	-12%
Cc1nc2c(c(C)c1CCC(=O)Nc1cccc(C(F)(F)F)c1)c(=O)n(C)c(=O)n2C	-23%
SMILES	Pf Dd2 growth
Cc1cc(S(=O)(=O)N2C[C@@H](F)C[C@H]2C(=O)N2CCCCC2)ccc1F	24%
N#Cc1cccc(NC(=O)N2Cc3[nH]cnc3C[C@H]2c2nc(-c3cccc([N+](=O)[O-])c3)no2)c1	-10%
COc1ccc(CN2CCC3(C2)C(=O)N(c2ccccc2)c2ccccc23)cc1 (stereo not drawn)	8.9µM*
Cc1nnc(-c2cc(N3CCN(c4ccccn4)CC3)ccn2)n1C1CCCCC1	-4%[44.1 µM]
O=S1(=O)NC2(CCCN(Cc3ccc(F)cc3)C2)COc2ccccc21 (stereo not drawn)	?
CNC(=O)C1CCC(Cn2c(=O)c3sccc3n(CC(=O)Nc3ccc(C)c(C)c3)c2=O)CC1 (stereo not drawn)	-21%
COc1ccc(CCC(=O)N2CCCN(c3cc(-c4ccc(Br)cc4)[nH]n3)CC2)cc1	-8%
CN(C)[S+](=O)([O-])c1ccc2c(c1)OCCN(Cc1ccsc1)C2	i
Cc1ccc(OCC(=O)N2CCOc3ccc(CN4CCc5ccccc5C4)cc3C2)cc1	?
Cc1ccc(C(=O)NC2CCN(c3cnn(Cc4ccccc4)c(=O)c3)CC2)s1	?
COc1ccccc1NC(=O)N1CCc2cc(OC)c(OC)cc2C1CNC(=O)CC(C)C (stereo not drawn)	i
O=C1COCCN1C1CCN([S+](=O)([O-])c2ccccc2)CC1	29%
Cc1cc(C)c(NC(=O)Cn2nnc(-c3nc(-c4ccncc4)no3)c2N)c(C)c1	-6%
CCOC(=O)c1noc2nc(C)n(CC(=O)Nc3cccc(OC)c3)c(=O)c12	-2%
CC(C)N1CCN(Cc2ccccc2C#Cc2ccccc2)CC1CCO (stereo not drawn)	?
O=C(Nc1ccc2nc(SCC(=O)N3CCOCC3)sc2c1)c1ccc(Cl)cc1	-6%
CC1(CCCCc2ccccc2)COc2ccc(C(=O)N3CCNC(=O)C3)cc2N1 (stereo not drawn)	i
O=C(NCc1ccc(C(F)(F)F)cc1)C1CCCN(c2nc3ncccc3o2)C1 (stereo not drawn)	i
Cc1ccc(Sc2ccc(N3CCC(C(=O)Nc4ccc(Cl)cc4)CC3)nn2)cc1	-5%
O=C(CCC1CCN(C(=O)c2ccccc2)CC1)NCc1cccc(C(F)(F)F)c1	i
CN(C)[C@@H]1CN(C(=O)Cc2ccccc2F)C[C@H]1CO	24%
COCCC1(NC(=O)c2ccccc2)CCN(Cc2ccc(F)cc2F)CC1	?
CCc1ccccc1NS(=O)(=O)c1ccc2c(c1)OCC(C(=O)N1CCCC1)O2 (stereo not drawn)	-6%
COc1ccc(-c2cc(C(C)=O)c(C)n2CCC(=O)NCc2ccc(F)cc2)cc1	i
COc1ccccc1NC(=O)c1sc2nc(C)c(C(=O)Nc3ccc(Cl)cc3)c(-c3ccc(Br)cc3)c2c1N	?
SMILES	Pf Dd2 growth
COCCn1nc2n(c1=O)CCN(Cc1ccc3cc[nH]c3c1)CC2	0%
Cc1nc(CN2CCOC3(CCN([S+](=O)([O-])c4ccccc4C)CC3)C2=O)cs1	i
c1cc(-c2cc(-c3ccncc3)c3cncn3c2)c2[nH]ccc2c1	?
Cc1nc(CCNC(=O)C2NCCc3[nH]cnc32)nc2c1CCCC2 (stereo not drawn)	-8%
COc1ccccc1-c1nc(C(=O)NCc2ccc(F)cc2)n2ccccc12	?
O=C(CCN1CCCC1=O)NC1CCCN(CCCc2ccccc2)C1 (stereo not drawn)	i
CN1C[C@@H](NC(=O)c2cccs2)C[C@H]1c1nc(-c2ccccn2)no1	-25%[44.1 µM]
CCOc1ccc(N(CC)C(=O)c2ccc3c(c2)N(S(C)(=O)=O)CC3)cc1	-16%
COc1ccc(-c2ccc3nc(-c4ccc(F)cc4F)oc3c2)c(OC)c1OC	1%
Cc1cccc(N2C(=O)N(CC(=O)C(C)(C)C)c3ccccc3S2(=O)=O)c1C	-12%
COc1ccc(CNC(=O)C(C)n2ccc3cc(S(=O)(=O)N4CCCC4)ccc32)cc1OC (stereo not drawn)	i
O=C(NC1CCN(c2cc(-c3cccs3)[nH]n2)CC1)c1cccc(Cl)c1	i
COC(=O)c1ccccc1NC(=O)c1cnc2sc(N3CCOCC3)nn2c1=O	10%
COc1cccc(CC(=O)N[C@H](C)c2onc(-c3ccc(F)cc3)c2C(=O)O)c1	-19%[44.1 µM]
COc1ccc(/C=C/C(=O)Nc2ccc3nc(N4CCCCC4)cc(C)c3c2)cc1OC	4µM*
COc1ccc2oc(CNC(=O)c3cc(CC(C)C)nn3C)nc2c1	-5%
O=C(CN1C(=O)NC(c2ccccc2Cl)C2=C1COC2=O)Nc1ccc(Cl)cc1 (stereo not drawn)	i
CCCc1nnc(NC(=O)Cc2coc3ccc(C)cc23)s1	-1%
Cc1ccc(-c2c3c(=O)n(C)c(=O)n(C)c3c3c(C(F)(F)F)nc4ccccc4n23)cc1	i
O=C(Cn1cccc1-c1nc(-c2ccc(F)cc2)no1)NCCc1ccc(Cl)cc1	-14%
O=C(C1C2C(=O)N(C3CCCCCC3)C[C@@]23C=C[C@@H]1O3)N1C[C@@H]2[C@H](C1)[C@H]1CC[C@@H]2O1 (stereo partly drawn)	-5%
CCC(C(=O)NCc1c(C)ncc2c1CCNC2)n1cccn1 (stereo not drawn)	-6%
CCC(=O)N(C1CCOCC1)C1CCN(S(=O)(=O)c2cccc(C)c2)CC1	?
CCOc1ccc(CNS(=O)(=O)c2ccc3[nH]c4c(c3c2)CCCC4)cc1OC	12%
CCOc1ccc(NC(=O)c2cnc(Nc3ccccc3OC)c3ccccc23)cc1	i
SMILES	Pf Dd2 growth
COc1ccc(N2CC(C(=O)NCCOc3ccccc3)NC2=O)cc1 (stereo not drawn)	-9%
COc1cccc(C(=O)Nc2ccc(-n3nncc3-c3ccc(Br)cc3)cc2)c1OC	19%
CC1CCN(CC(=O)N2CCCc3c2c(=O)oc2ccc(OCc4ccccc4)cc32)CC1	?
COCC(=O)N1CCCC(C(=O)N2CCN(c3ccccc3OC)CC2)CCNC(=O)CC1 (stereo not drawn)	7%
Cc1ccc(F)c(OCC(=O)c2ccc3c(c2)N(CCCC(=O)N2CCOCC2)C(=O)CO3)c1	-8%
COCCN1CCC(N2CCN(S(=O)(=O)Cc3ccc(F)cc3Cl)CC2)C1=O (stereo not drawn)	2%
CCC(=O)N1c2ccccc2CC1C(=O)NCCN1CCN(c2cccc(C(F)(F)F)c2)CC1 (stereo not drawn)	-14%
Cc1ccc(NC(=O)NC(C)c2c(-n3cccc3)sc(C)c2C)c(C)c1 (stereo not drawn)	?
CC(=O)Nc1ccc(CN2CCC3(CC(Cc4ccccc4)=NO3)C2)cc1 (stereo not drawn)	i

Assay outcomes as filed in PubChem BioAssay.
